KCNK3 inh – human KCNK3 channel inhibition, primary screen. O14649. CHO-KCNK3 thallium flux, FluxOR fluorescence; stronger effect = lower value. B-score at 10 µM. 340,000 tested, 0.84% active. AID 602410;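 active means B-score under library mean minus 4 SD, starting fluorescence ratio at most library mean plus 5 SD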;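 further: more negative B-score means stronger inhibition of thallium flux through KCNK3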
Target sequence (O14649 whole entry, looked up): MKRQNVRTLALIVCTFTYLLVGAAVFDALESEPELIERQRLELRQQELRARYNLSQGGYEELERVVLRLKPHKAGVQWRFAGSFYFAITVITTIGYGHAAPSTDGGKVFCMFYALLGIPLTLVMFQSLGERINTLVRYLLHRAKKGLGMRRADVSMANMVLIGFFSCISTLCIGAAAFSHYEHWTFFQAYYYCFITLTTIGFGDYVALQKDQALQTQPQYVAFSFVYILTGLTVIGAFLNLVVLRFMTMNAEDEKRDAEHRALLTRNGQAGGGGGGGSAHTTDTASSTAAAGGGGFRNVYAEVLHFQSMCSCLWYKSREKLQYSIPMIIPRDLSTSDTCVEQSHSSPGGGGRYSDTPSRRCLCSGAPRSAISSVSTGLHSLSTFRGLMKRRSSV
KCNQ1 act – human KCNQ1 channel potentiation or activation; B-score at 10 µM; P51787; 310,000 tested, 0.35% active; CHO-K1 KCNQ1, thallium flux FluxOR fluorescence; stronger effect = higher value; AID 2648;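 active means fluorescence ratio B-score, a plate-corrected score, at least three library SD, with initial intensity B-score within 5 SD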
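Schedule – 37 °C overnight plating, 90-min dark dye load, 20-min compound pretreatment · System – stable KCNQ1 CHO-K1 line · Probe or stimulus – thallium- and potassium-containing depolarizing buffer · Measured by – kinetic FluxOR fluorescence, 10 s baseline plus 110 s post-stimulus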
RGS4 act – RGS4 potentiation or activation | HEK293 M3R/inducible RGS4, carbachol calcium flux Fluo4; stronger effect = lower value | 310,000 tested, 0.92% active | AID 463111 | B-score at 10 µM;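 active means B-score of the integrated calcium signal more than 4 SD below the library mean, with starting fluorescence not abnormally high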;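 further: negative B-score means reduced calcium response which marks RGS4 activation or potentiation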
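Detection: kinetic calcium fluorescence imaging with Fluo4-AM dye, 2 µM / Material: HEK293 cells with stable M3R and inducible RGS4 / Schedule: recording 10 s baseline at 1 Hz, 100 s post-agonist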
KCNK9 inh – inhibitors of human KCNK9 two-pore domain potassium channel; Q9NPC2; HEK293 KCNK9, FluxOR thallium flux fluorescence; stronger effect = lower value; B-score at 10 µM; 310,000 tested, 1.2% active; AID 488922;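 active means ratio B-score over 3 SD below the library mean, with starting fluorescence within 5 SD of its mean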;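 further: negative B-score means less thallium flux so channel inhibition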
RGS4 block – inhibitors of human RGS4. P49798. 310,000 tested, 0.45% active. B-score at 10 µM. HEK293 M3R/RGS4 inducible, Fluo-4 calcium flux; stronger effect = higher value; triggered by carbachol at its EC20;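 active means B-score, a plate-corrected calcium signal, over three deviations above library mean, with baseline fluorescence within five deviations of library mean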;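 further: RGS4 expression induced by doxycycline in cells with stable M3 receptor; B-score is computed from the integrated fluorescence ratio over baseline after carbachol; higher B-score means a larger calcium signal and so more RGS4 inhibition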
Target sequence (P49798 whole entry, looked up): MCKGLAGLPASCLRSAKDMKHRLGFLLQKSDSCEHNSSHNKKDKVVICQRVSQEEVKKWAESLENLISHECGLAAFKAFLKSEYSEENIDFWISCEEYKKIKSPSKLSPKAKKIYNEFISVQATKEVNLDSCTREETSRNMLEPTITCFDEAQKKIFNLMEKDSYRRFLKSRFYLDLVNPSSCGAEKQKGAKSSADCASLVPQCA
MrgX1 allo act – human MrgX1 positive allosteric modulation, primary screen; Q96LB2; MrgX1-HEK293, Fluo-4 calcium flux, FDSS; stronger effect = higher value; B-score at 10 µM; 310,000 tested, 0.63% active;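 active means plate-corrected calcium response at least 3 library SD above typical, normal starting fluorescence, not activating the receptor alone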;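 further: compound read alongside a low EC10 to EC30 dose of BAM8-22 agonist; peak minus trough fluorescence over baseline measured at the second addition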
Target sequence (Q96LB2 whole entry, looked up): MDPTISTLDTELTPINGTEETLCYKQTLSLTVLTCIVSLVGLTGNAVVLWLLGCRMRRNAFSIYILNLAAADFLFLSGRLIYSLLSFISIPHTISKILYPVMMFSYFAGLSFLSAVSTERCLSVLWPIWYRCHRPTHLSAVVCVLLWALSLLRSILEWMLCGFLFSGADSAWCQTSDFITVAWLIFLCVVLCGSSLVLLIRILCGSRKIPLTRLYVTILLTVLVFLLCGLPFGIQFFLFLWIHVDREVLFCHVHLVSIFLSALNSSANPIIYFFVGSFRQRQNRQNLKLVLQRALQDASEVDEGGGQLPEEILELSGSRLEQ
MrgX1 agonist – human MrgX1 receptor agonism, primary screen; Q96LB2; MrgX1-HEK293 cells, Fluo-4 calcium fluorescence, agonist mode; stronger effect = higher value; B-score at 10 µM; 310,000 tested, 0.44% active; AID 588627;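 active means calcium response B-score plate-corrected fluorescence ratio at least 3 library SD, with starting fluorescence B-score inside 5 SD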
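Assay system: stable human MrgX1 HEK293 cell line. Quantity: 15,000 cells per well. Schedule: cells plated overnight, dye loaded 0.5 h 37 °C, 0.5 h room temperature. Detection: Fluo-4 NW calcium-flux fluorescence, kinetic read. Read-out basis: peak-minus-minimum fluorescence over baseline, converted to B scores. Control set: positive and negative control wells on each plate.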
TMEM16A act – activators or potentiators of mouse TMEM16A chloride channel; Q8BHY3; HEK293 TMEM16A/YFP-H148Q/I152L, iodide quench fluorescence; stronger effect = lower value; B-score at 10 µM; 340,000 tested, 0.3% active; AID 623877;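 active means fluorescence-ratio B-score plate-corrected deviation score at least 3 library SD below zero, with starting fluorescence score within 5 deviations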;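 further: channel opened by trigger with iodide after compound preincubation; score built on the fluorescence ratio of max minus min over baseline; more negative score means more quench and so TMEM16A activation or potentiation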
KCNQ1 block – inhibitors of human KCNQ1 potassium channel. CHO-K1 KCNQ1, FluxOR thallium flux fluorescence; stronger effect = higher value. B-score at 10 µM. 310,000 tested, 1.3% active. AID 2642;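 active means compounds whose thallium flux B-score, printed positive for inhibition, exceeds three library SD while starting fluorescence stays within three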;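 further: channel opened by potassium depolarization with thallium stimulus after 20 min compound exposure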
ANO1 block – mouse TMEM16A channel inhibition, primary screen. HEK293 TMEM16A/YFP iodide influx fluorescence, ionomycin. Q8BHY3. normalized B-score (activity score, 25-100; higher = stronger inhibition) at 10 µM. 310,000 tested, 1.2% active;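 active means ratio plate-corrected score three or more library SD toward inhibition, starting fluorescence score within five deviations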;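 further: score derived from kinetic fluorescence span divided by baseline fluorescence per well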
hERG rescue – shields human hERG channel from block by proarrhythmic agents. AID 1511. CHO-hERG, FluxOR thallium flux, dofetilide IC70 present. activation (rescue from dofetilide block), less the hit threshold, % at 10 µM. 310,000 tested, 0.51% active;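 active means activation above the mean of controls blocked by dofetilide plus 5 SD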;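 further: thallium influx through hERG after potassium depolarization seen as dye fluorescence rise; in these data hits start at about 4.7%; inactives centre near -7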
Numbers without * were called inactive; i = inactive; · = no result given.

no.	canonical_smiles	ANO1 block	KCNK9 inh	MrgX1 allo act	KCNQ1 block	hERG rescue	KCNK3 inh	KCNQ1 act	MrgX1 agonist	RGS4 act	TMEM16A act	RGS4 block
1	COc1ccc(-c2ccc(SCC(=O)N3CCOCC3)nn2)cc1	i	i	i	i	-5	i	i	i	i	i	i
2	O=C(Nc1ccccc1)c1ccccc1NC(=O)C(F)(F)F	100*	i	i	i	-8	i	i	i	i	i	i
3	Fc1ccc(NCc2nnc3n2CCCCC3)cc1	i	i	i	i	-4	i	i	i	i	i	i
4	COC(=O)c1ccc(/C=C2\SC(=S)N(CCCC(=O)NCCCN3CCOCC3)C2=O)cc1	i	i	i	i	-9	i	i	i	i	i	i
5	CC1CN(C(=O)COc2coc(CN3CCc4ccccc4C3)cc2=O)CC(C)O1 (configuration not stated)	i	i	i	i	-9	i	i	i	i	i	i
6	Cc1ccc(/C=N/NC(=O)c2ccoc2C)o1	i	i	i	i	-3	i	i	i	i	i	i
7	CCn1c(COc2ccccc2C)nnc1SCc1nc2ccccc2c(=O)[nH]1	i	i	i	i	-9	·	i	i	i	·	i
8	CC(=O)NC1C(=O)N(CCN2CCOCC2)c2ccc(F)cc21 (configuration not stated)	i	i	i	i	-11	i	i	i	i	i	i
9	Cc1cc(C)n(-c2cc(N3CCN(C(=O)c4ccc(C(C)(C)C)cc4)CC3)ccc2[N+](=O)[O-])n1	i	i	i	i	-8	i	i	i	i	i	i
10	COc1ccccc1C1CCN(c2ccc([N+](=O)[O-])cn2)CC1	i	i	i	i	-12	i	i	i	i	i	i
11	Cc1ccccc1CNC(=O)CCCC(=O)n1nc(C)c2ccccc21	i	i	i	i	-5	i	i	i	i	i	i
12	O=C(O)CSc1nc2sc3c(c2c(=O)n1Cc1ccccc1)CCCCC3	i	i	i	i	-12	i	i	i	i	i	i
13	O=c1oc2ccccc2cc1-c1csc(Nc2nc3c(F)cccc3s2)n1	i	-7.6*	i	i	-5	i	i	i	i	i	i
14	CCn1nc(C(=O)OCc2c(C)noc2C)c2ccccc2c1=O	i	i	i	i	-7	i	i	i	i	i	i
15	Nc1nc(SCc2nc3sc4c(c3c(=O)[nH]2)CCCC4)n[nH]1	i	i	i	i	-8	i	i	i	i	i	i
16	Cc1ccc(NC(=O)c2ccc3c(c2)nnn3C)cc1	i	i	i	i	-7	i	i	i	i	i	i
17	Cc1ccc(CSc2ccc3nnc(-c4ccccn4)n3n2)cc1	i	i	i	i	-38	i	i	i	i	i	i
18	COC(=O)c1cc(=O)nc2sc(-c3cccs3)nn12	i	i	i	i	-5	i	i	i	i	i	i
19	O=C(CCNC(=O)c1ccco1)Nc1ccc(Cl)c(C(F)(F)F)c1	i	i	i	i	-5	i	i	i	i	i	i
20	CC(C)(Cc1ccccc1)/[N+]([O-])=C\c1ccccc1	i	i	i	i	-2	i	i	i	i	i	i
21	CCOC(=O)C1CCN(Cc2nc(-c3ccc(OC)c(OC)c3)no2)CC1	i	i	i	i	-1	i	i	i	i	i	i
22	Cn1cc([N+](=O)[O-])c(C(=O)N/N=C/c2cc3c(cc2Br)OCO3)n1	i	i	i	i	-6	i	i	i	i	i	i
23	O=C(NCCc1ccccc1)C1CCCN1C(=O)Nc1ccc(Cl)cc1 (configuration not stated)	i	i	i	i	-8	i	i	i	i	i	i
24	CCCCCCCC(=O)OC(CN1CCCCCC1)CN1CCCC1=O (configuration not stated)	i	i	i	i	-6	i	i	i	i	i	i
25	CC(=O)Oc1ccc(C(=O)Nc2ccc(S(=O)(=O)NCC3CCCO3)cc2)cc1 (configuration not stated)	i	i	i	i	-6	i	i	i	i	i	i
26	Cc1ccc(C(=O)NC(=C(Cl)Cl)S(=O)(=O)c2ccc(Cl)cc2)cc1	i	i	i	i	-9	i	i	i	i	i	i
27	CN(C)S(=O)(=O)c1ccc(Cl)c(NC(=O)CSc2nc3c(cc2C#N)C(=O)CC(C)(C)C3)c1	i	i	i	i	-11	i	i	i	i	i	i
28	O=C(c1cccs1)c1ccc(-c2cccs2)s1	i	-6.8*	i	i	-6	i	i	i	i	i	i
29	Cc1cc(C)cc(NC(=O)CSc2nnc(Cn3c(=O)sc4ccccc43)n2C)c1	i	·	i	·	·	i	·	i	·	i	·
30	CCc1ccc2[nH]c(=O)c(CN(Cc3ccccc3OC)Cc3nnnn3Cc3ccco3)cc2c1	i	i	i	i	-6	i	i	i	i	i	i
31	O=C(CN1C2=NCCN2c2ccccc21)c1cccs1	i	i	i	i	-5	i	i	i	i	i	i
32	CCCCCCn1c(SCC(C)C)nc2c1c(=O)[nH]c(=O)n2C	i	i	i	i	-9	i	i	i	i	i	i
33	Cc1nc(CNS(=O)(=O)c2cc([N+](=O)[O-])ccc2C)cs1	i	i	i	i	-7	i	i	i	i	i	i
34	CS(=O)(=O)N1CCc2cc(C(=O)Nc3ccccc3Cl)ccc21	i	i	i	i	-7	i	i	i	i	i	i
35	Cc1ccc(C)c(NC(=O)COC(=O)c2cccc(S(=O)(=O)N3CCCCC3)c2)c1	i	i	i	i	-9	i	i	i	i	i	i
36	CCOC(=O)c1cnc(/N=C/N(C)C)s1	i	i	i	i	-11	i	i	i	i	i	i
37	Cc1ccc(Cc2nnc(SCC(=O)Nc3ccccc3C)[nH]c2=O)cc1	i	i	i	i	-11	i	i	i	i	i	i
38	CC(C)Cc1ccc(S(=O)(=O)N2CCCC2)cc1	i	i	i	i	-9	i	i	i	i	i	i
39	CC(O)C(NS(=O)(=O)c1ccc(Cl)cc1)C(=O)OCc1nnc(-c2ccccc2)o1 (configuration not stated)	i	i	i	i	-2	i	i	i	i	i	i
40	COc1ccc(S(=O)(=O)N2CC3CCCN3c3cc(C(F)(F)F)ccc32)cc1 (configuration not stated)	i	i	i	i	-12	i	i	i	i	i	i
41	NNC(=O)c1cc2c(s1)CCCCCC2	i	i	i	i	-7	i	i	i	i	i	i
42	CC(C)C(OC(=O)c1cccs1)C(=O)NCc1cccs1 (configuration not stated)	i	i	i	i	-10	i	i	i	i	i	i
43	CCc1c(C)c2ccc(OC(C)C(=O)NC(Cc3c[nH]c4ccc(O)cc34)C(=O)O)c(C)c2oc1=O (configuration not stated)	i	i	i	i	-11	i	i	i	i	i	i
44	COc1ccc(C(=O)CSc2nc3ncccc3[nH]2)cc1OC	i	i	i	i	-6	i	i	i	i	i	i
45	CCc1nnc(NC(=O)CSc2ccc(-c3ccco3)nn2)s1	i	i	i	i	-10	i	i	i	i	i	i
46	COc1ccc(C2(C)NC(=O)N(CC(=O)Nc3ccc(S(=O)(=O)N4CCCC4)cc3)C2=O)cc1 (configuration not stated)	i	i	i	i	-9	i	i	i	i	i	i
47	CCSC1=C(C#N)C2(CCCCC2)C2=C(CC(C)(C)CC2=O)N1	i	i	i	i	-2	i	i	i	i	i	i
48	CCOC(=O)c1ccc(NC(=O)CSc2nc3c(c(=O)n2-c2ccccc2OC)SCC3)cc1	i	i	i	i	-9	i	i	i	i	i	i
49	COc1cccc(C2C(C(=O)Nc3ccc(C)cc3C)=C(C)Nc3ncnn32)c1OC (configuration not stated)	i	i	i	i	-6	i	i	i	i	i	i
50	COc1ccc(Cl)cc1N/C(N)=N/c1nc(C)cc(=O)[nH]1	i	i	i	i	-1	i	i	i	i	i	i

Later entries.
no.	canonical_smiles	ANO1 block	KCNK9 inh	MrgX1 allo act	KCNQ1 block	hERG rescue	KCNK3 inh	KCNQ1 act	MrgX1 agonist	RGS4 act	TMEM16A act	RGS4 block
51	CN(C)CCCSc1nc(-c2ccccc2)nc2c1CCC2	i	i	i	i	-4	i	i	i	i	i	i
52	CCOC(=O)Cc1csc(NC(=O)C(NC(=O)C2CCC(C)CC2)C(C)C)n1 (configuration not stated)	i	i	i	i	-9	i	i	i	i	i	i
53	O=C(c1cc([N+](=O)[O-])ccc1Cl)N1CCN(Cc2ccc3c(c2)OCO3)CC1	i	i	i	i	-6	i	i	i	i	i	i
54	Cn1nnnc1SCC(=O)NC1CCCCC1	i	i	i	i	-4	i	i	i	i	i	i
55	Cc1ccc(OCc2ccc(C(=O)Nc3nccs3)o2)cc1	i	i	i	i	-8	i	i	i	i	i	i
56	Clc1cccc(Oc2ncccn2)c1	i	i	i	i	-3	i	i	i	i	i	i
57	O=C(Nc1ccccc1Cl)c1ccc([N+](=O)[O-])o1	i	i	i	i	-8	i	i	i	i	i	i
58	Cc1ccc(N2CC(C(=O)OCc3ccc([N+](=O)[O-])cc3)CC2=O)cc1 (configuration not stated)	i	i	i	i	-6	i	i	i	i	i	i
59	O=C(O)C(c1ccccc1)C(c1ccccc1)c1ccccc1 (configuration not stated)	i	i	i	i	-6	i	i	i	i	i	i
60	CCCN1C(=O)C(NC(=O)c2ccncc2)(C(F)(F)F)C2=C1CC(C)(C)CC2=O (configuration not stated)	i	i	i	i	-2	i	i	i	i	i	i
61	CC(=O)c1ccc(-n2ccc(=O)cc2)cc1	i	i	i	i	-6	i	i	i	i	i	i
62	Cc1ccc2nc(NC(=O)c3cccc(-c4cc5ccccc5oc4=O)c3)sc2c1	i	i	i	i	-8	·	i	i	i	·	i
63	O=C(OCC(=O)N1CCN(C(=O)c2ccco2)CC1)c1ccccc1O	i	i	i	i	-1	i	i	i	i	i	i
64	O=C(Nc1ccc(F)cc1)c1cccnc1NCCc1ccccc1	i	i	i	i	-10	i	i	i	i	i	i
65	Nn1c(Cc2cccc3ccccc23)nnc1SCCOc1ccc(Br)cc1	i	i	i	i	-3	i	i	i	i	i	i
66	C[C@@H]1NC(=O)c2cc([N+](=O)[O-])cc(I)c2OCC[C@@H](C(N)=O)NC(=O)[C@H](CCCCN)NC1=O	i	i	i	i	-3	i	i	i	i	i	i
67	O=C(Nc1ccccc1-c1ccccc1)c1ccc(Br)o1	i	i	i	i	-6	i	i	i	i	i	i

Source: PubChem BioAssay (Johns Hopkins Ion Channel Center)
